DAX1 inh-1 – DAX1 (NR0B1) inhibition, primary screen | actives 1.1% (n = 370,000) | HEK293T StAR-luciferase reporter, SF-1/DAX-1 repression relief | inhibition, % at 6.8 µM | AID 652010;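 active = inhibition above the mean over all tested compounds plus 3 SD, cut at about 3.6% in these data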;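 also: 0% = DAX-1 cells with DMSO and 100% = cells lacking DAX-1 with DMSO; higher inhibition means more luminescence from relief of DAX-1 repression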
ADAM17 inh – inhibitors of human ADAM17; inhibition, % at 6.95 µM; P78536; actives 0.83% (n = 370,000); recombinant ADAM17, EDANS/DABCYL FRET peptide cleavage;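 active = inhibition above the mean of compounds lying between control limits plus 3 SD, set per campaign, cut at about 8.5% in these data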;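 also: 0% = DMSO-only wells as the low control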
GAA850 FXN act – increases GAA850 frataxin promoter reporter activity | actives 0.56% (n = 360,000) | activation, % at 6 µM | HEK293 lucGAA850 FXN promoter luciferase reporter, 24 h; percent of 10 µM SAHA response;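 active = activation above the average of all compounds screened plus 3 SD, cutoff fixed separately per campaign, cut at about 7.5% in these data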;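 also: 0% = DMSO wells and 100% = 10 µM SAHA wells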
ssDAF-12 act – S. stercoralis DAF-12 activation, primary screen; actives 1% (n = 370,000); HEK293 ssDAF-12/GRIP1 lit1-tk-luc reporter, luminescence; % of 3 µM dafachronic acid response; activation, % at 6.8 µM; AID 652126;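 active = activation above the mean over all tested compounds plus 3 SD, cut at about 0.9% in these data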;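 also: 0% = DMSO-only wells and 100% = 3 µM delta7-dafachronic acid wells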
PG9 Ab binder – binds the HIV-1 gp120 antibody PG9 | inhibition, % at 6.7 µM | actives 0.43% (n = 360,000) | TR-FRET gp120-PG9 antibody binding; in the data active = inhibition above about 8.5%
GC-A act – GC-A (human) enzyme activation; P16066; HEK293 GC-A cells, cGMP TR-FRET, EC30 ANP; 0% at EC30 ANP, 100% saturating ANP; activation, % at 10 µM; actives 0.14% (n = 370,000); in the data active = activation above about 40%
hgDAF-12 ag – agonists of H. glycines DAF-12 nuclear receptor. AID 687014. activation, % at 6.8 µM. HEK293 GAL4-hgDAF12 UAS-luciferase reporter, agonist luminescence; normalized to butyrate control. actives 1.8% (n = 370,000);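 active = activation above a cutoff set at the mean of all screened compounds plus 3 SD, cut at about 10% in these data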;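 also: 0% = DMSO wells and 100% = sodium butyrate wells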
ADAM10 inh – inhibits human ADAM10; O14672; inhibition, % at 7 µM; recombinant ADAM10, EDANS/DABCYL FRET peptide cleavage, 3 h; actives 0.62% (n = 370,000); AID 720582;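 active = inhibition above a per-campaign cutoff equal to the mean of compounds falling between control-based bounds plus 3 SD, cut at about 20% in these data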;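 also: 0% = DMSO wells while the 100% control is not disclosed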
Target sequence (O14672 214-748 limits assumed): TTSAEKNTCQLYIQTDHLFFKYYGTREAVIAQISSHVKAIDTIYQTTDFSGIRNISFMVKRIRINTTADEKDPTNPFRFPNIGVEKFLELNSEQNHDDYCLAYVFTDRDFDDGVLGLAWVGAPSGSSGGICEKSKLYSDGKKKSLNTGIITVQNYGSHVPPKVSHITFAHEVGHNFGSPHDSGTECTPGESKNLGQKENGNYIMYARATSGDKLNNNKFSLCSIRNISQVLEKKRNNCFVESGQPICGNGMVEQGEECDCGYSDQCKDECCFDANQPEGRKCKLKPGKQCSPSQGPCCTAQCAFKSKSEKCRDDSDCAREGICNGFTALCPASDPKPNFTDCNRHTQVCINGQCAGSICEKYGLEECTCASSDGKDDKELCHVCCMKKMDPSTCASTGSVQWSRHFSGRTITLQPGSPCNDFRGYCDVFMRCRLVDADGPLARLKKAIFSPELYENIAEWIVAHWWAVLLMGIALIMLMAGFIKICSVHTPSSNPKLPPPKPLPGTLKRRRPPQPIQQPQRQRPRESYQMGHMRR
SMARCA2 act – SMARCA2 function activation, primary screen; MG213 cells, MMTV-luciferase reporter, dexamethasone, overnight; activation, % at 9.1 µM; actives 1% (n = 370,000); in the data active = activation above about 7.8%;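 also: 0% = vehicle wells and 100% = reference activator wells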
hcDAF12 agonist – activates DAF-12 receptor from parasite H. contortus | HEK293 hcDAF-12 lit1-tk-luc reporter, luminescence; 0% DMSO, 100% Δ7-dafachronic acid | activation, % at 6.8 µM | actives 1.4% (n = 370,000);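 active = activation above the mean of all tested compounds plus 3 SD, cut at about 5.5% in these data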;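 also: 100% = response to 3 µM Δ7-dafachronic acid high control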
DAX1 inh-2 – inhibitors of human orphan nuclear receptor DAX1 (NR0B1); inhibition, % at 6.75 µM; AID 504766; HEK293 Gal4-DAX1 luciferase reporter, luminescence; actives 0.99% (n = 340,000); P51843;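 active = inhibition above the mean over all tested compounds plus 3 SD, cut at about 4.2% in these data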;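 also: 0% = DAX1-transfected cells with DMSO and 100% = empty-vector control cells with DMSO; inhibition shows as a rise in luminescence from relieved DAX1 repression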
Target sequence (P51843 207-470 limits assumed): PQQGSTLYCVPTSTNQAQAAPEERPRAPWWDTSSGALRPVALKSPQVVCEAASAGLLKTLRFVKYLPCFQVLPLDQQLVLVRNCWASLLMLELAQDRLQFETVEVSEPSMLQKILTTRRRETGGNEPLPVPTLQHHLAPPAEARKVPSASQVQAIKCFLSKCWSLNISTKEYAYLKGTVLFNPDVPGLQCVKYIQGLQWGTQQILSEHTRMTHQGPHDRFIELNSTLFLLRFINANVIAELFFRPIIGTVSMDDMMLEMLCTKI
* marks the source's active call; other numbers are inactive results; i = inactive; . = no result given.

SMILES | DAX1 inh-1 | ADAM17 inh | GAA850 FXN act | ssDAF-12 act | PG9 Ab binder | GC-A act | hgDAF-12 ag | ADAM10 inh | SMARCA2 act | hcDAF12 agonist | DAX1 inh-2
COCc1cc(CN2CCCC(C(=O)Nc3ccc(-c4ccco4)cc3)C2)ccc1OC (centres undefined) | -1.2 | 2 | 0.1 | -1.1 | 0.5 | -3 | -2.0 | 5 | 7 | 1.0 | -0.1
O=C(O)CC1SC(=Nc2ccccc2)N(c2ccccc2)C1=O (centres undefined) | -0.1 | 2 | 0.1 | -1.5 | 1.1 | 0 | 0.4 | 0 | 2 | 0.7 | -0.6
Cc1csc(-c2nc3ccccc3n2C(C)c2nc3ccccc3[nH]2)c1 (centres undefined) | 0.7 | -45 | . | 0.3 | 2.8 | -12 | -1.0 | -199 | -5 | 5.7* | .
COc1ccccc1NC(=O)CSc1nc(C)c2c(c1C#N)CCCC2 | -0.8 | 4 | -2.5 | -0.6 | -0.8 | 0 | -0.2 | 9 | 0 | 1.4 | 2.8
COc1ccc(/C=N/NC(=O)CCn2nnc3ccccc32)cc1 | 0.6 | -2 | 0.1 | -1.4 | -2.4 | -5 | -1.6 | -1 | 1 | -0.5 | -0.9
O=C(Cn1c(=O)[nH]c2ccccc2c1=O)N1CCN(Cc2ccc3c(c2)OCO3)CC1 | -4.3 | -6 | 0.6 | -1.9 | 0.7 | 4 | -4.2 | -10 | -2 | -3.1 | -0.8
COc1ccc(/C=C/C(=O)c2cc(F)ccc2OC(=O)c2ccccc2OC)cc1OC | -2.4 | 2 | 4.1 | -1.1 | -0.1 | -6 | -6.7 | 3 | 1 | -2.6 | -4.8
Oc1ccccc1C(=S)N1CCN(c2cccc(Cl)c2)CC1 | -0.7 | 4 | 0.9 | -1.4 | -0.5 | -3 | -3.7 | 9 | -2 | 0.5 | 2.7
COc1ccccc1CNC(=O)C(=O)Nc1ccc(C(=O)N2CCC(C)CC2)cc1 | -0.2 | 1 | 1.9 | -1.4 | -0.7 | 3 | -2.7 | 9 | -1 | -2.5 | 0.5
Cc1cc(=O)oc2cc(OCC(=O)N3CCN(C(=O)C4COc5ccccc5O4)CC3)ccc12 (centres undefined) | -1.0 | -41 | -0.1 | -1.0 | 0.6 | -3 | -0.9 | -133 | -3 | -0.7 | 0.1
CN1C(c2ccc(F)cc2)=CS/C1=C(/C#N)c1nnc(N2CCOCC2)n1-c1ccccc1 | 0.0 | -2 | -0.7 | -1.5 | -2.9 | -1 | 2.0 | -1 | 0 | -0.7 | 0.8
N/C(Cc1cccc2ccccc12)=N\OC(=O)c1ccc2c(c1)OCO2 | -0.7 | -2 | 4.2 | 0.2 | 0.6 | 3 | 1.8 | -7 | -1 | 2.5 | -0.8
O=C1CC(NCc2ccncc2)C(=O)N1c1ccccc1 (centres undefined) | -0.2 | 1 | 1.0 | -1.2 | -0.2 | 0 | -1.0 | -4 | -1 | -0.2 | -0.2
COc1cccc(-c2nnn(CCc3nn[nH]n3)n2)c1 | 0.1 | -7 | -1.4 | -0.4 | 0.7 | 6 | -0.9 | -7 | 0 | 1.3 | 0.8
O=C(Cn1c(=O)n(-c2ccccc2)c(=O)n1CC(=O)N1CCCCC1)N1CCCCC1 | 1.8 | 2 | 3.5 | -1.5 | -1.2 | -2 | 1.0 | 4 | 0 | -0.1 | -1.0
COc1ccc(CSCC(=O)Nc2ccccc2SC)cc1 | 0.2 | 1 | -1.8 | -2.0 | -0.7 | 0 | 0.1 | 2 | 2 | -2.0 | 0.4
CNS(=O)(=O)c1cccc(C(=O)OCC(=O)Nc2ccccc2OC(F)F)c1 | 0.1 | 1 | 2.8 | -0.9 | 1.9 | 1 | -0.7 | -9 | -2 | 0.1 | -0.7
CCOc1ccc(C2Nc3ccccc3NC3=C2C(=O)CC(C)(C)C3)cc1OC (centres undefined) | -0.1 | -4 | 1.7 | -1.3 | -3.6 | 2 | -2.0 | -5 | 3 | -1.1 | -0.7
Cc1cn([C@H]2C[C@H](O)[C@@H](CNS(=O)(=O)N3CCCC3)O2)c(=O)[nH]c1=O | 1.0 | -1 | -1.4 | -0.2 | -0.5 | 1 | 2.4 | -11 | -4 | 0.1 | 1.7
O=C1CN(C(=O)NCC(=O)N[C@@H](C(=O)O)c2ccccc2)c2ccccc2N1 | 0.5 | -5 | -0.6 | -0.8 | -2.5 | 2 | 2.5 | -16 | -2 | 3.0 | 0.5
O=C(CN(C(=O)c1csnn1)c1ccccc1C(F)(F)F)NCc1ccccc1 | -0.3 | 0 | -0.5 | -1.3 | -1.0 | -1 | -0.1 | -6 | -2 | -0.8 | -1.2
COc1ccccc1CCn1cnc(-c2ccc(Cl)cc2)c1CC(C)C | 0.1 | 0 | . | -1.4 | -0.7 | -4 | -2.7 | 5 | -8 | -1.7 | .
Cc1ccc(C(=O)N2CCN(c3ncnc4c(C)csc34)CC2)cc1 | -0.2 | 1 | 0.9 | -1.4 | 0.9 | 4 | -0.5 | -5 | -2 | 0.1 | 1.2
O=C(O)/C=C/c1ccc2c(c1)OCCO2 | 0.1 | 1 | 1.7 | -0.9 | -0.9 | 1 | -1.9 | 0 | 0 | 0.6 | 0.3
O=C(NCc1cccs1)C1Cc2c(-c3ccc(Cl)cc3)ccnc2O1 (centres undefined) | -2.6 | 1 | -3.2 | -1.1 | -1.0 | -1 | -1.1 | -2 | -4 | -0.1 | .
COC(=O)c1[nH]c2ccccc2c1NS(=O)(=O)c1ccc(F)c(C)c1 | -1.4 | 4 | 2.1 | -1.2 | 0.2 | -6 | -2.8 | 2 | -3 | -0.4 | 0.0
COc1ccc(-c2nnnn2C)cc1S(=O)(=O)NCc1ccccc1 | 0.3 | -3 | -2.0 | -1.3 | -2.4 | -1 | -3.0 | -3 | -2 | -2.0 | 0.0
CCCn1c(CCNc2nc(-c3ccc(Cl)c([N+](=O)[O-])c3)cs2)nc2cc(Cl)c(Cl)cc21 | -0.1 | -2 | 0.5 | 0.0 | -2.0 | -3 | 1.4 | 2 | 2 | -0.6 | 2.6
COc1ccc2oc(-c3ccccc3)cc(=O)c2c1 | 5.8* | -324 | -1.4 | 1.1* | 0.2 | 1 | 13* | i | 5 | 7.6* | .
CC(=O)NC1(c2ccccc2)CCN(Cc2nnnn2C(C)(C)C)CC1 | -0.7 | 0 | 0.5 | -1.4 | -2.0 | 1 | 0.8 | 6 | 3 | -1.2 | 0.7

Entries of single compounds, quoted from the list:
COc1cccc(-c2nnn(CCc3nn[nH]n3)n2)c1 is entered as DAX1 inh-1 = 0.1; ADAM17 inh = -7; GAA850 FXN act = -1.4; ssDAF-12 act = -0.4; PG9 Ab binder = 0.7; GC-A act = 6; hgDAF-12 ag = -0.9; ADAM10 inh = -7; SMARCA2 act = 0; hcDAF12 agonist = 1.3; DAX1 inh-2 = 0.8
Cc1csc(-c2nc3ccccc3n2C(C)c2nc3ccccc3[nH]2)c1 (centres undefined) is entered as DAX1 inh-1 = 0.7; ADAM17 inh = -45; GAA850 FXN act = .; ssDAF-12 act = 0.3; PG9 Ab binder = 2.8; GC-A act = -12; hgDAF-12 ag = -1.0; ADAM10 inh = -199; SMARCA2 act = -5; hcDAF12 agonist = 5.7*; DAX1 inh-2 = .

(more compounds)
SMILES | DAX1 inh-1 | ADAM17 inh | GAA850 FXN act | ssDAF-12 act | PG9 Ab binder | GC-A act | hgDAF-12 ag | ADAM10 inh | SMARCA2 act | hcDAF12 agonist | DAX1 inh-2
C[C@H](CO)N1C[C@H](C)[C@@H](CN(C)C(=O)NC2CCCCC2)Oc2ccc(NC(=O)c3ccncc3)cc2C1=O | -0.3 | -5 | -1.2 | -1.0 | -0.4 | 2 | 0.0 | 1 | -1 | 0.6 | -0.1
CS(=O)(=O)c1ccc2nc(NC(=O)CCC(=O)c3cccs3)sc2c1 | -0.7 | 5 | -1.1 | -1.2 | -0.6 | 0 | 5.1 | 0 | 1 | -0.4 | 1.3
COc1ccc(NC(=O)CC2CC3CCC2C3)cn1 (centres undefined) | 0.6 | -1 | 2.9 | -0.7 | 1.4 | -1 | -1.9 | -8 | 0 | 1.4 | 0.4
Cc1c(C(=O)O)sc(S(=O)(=O)N2CCN(C(=O)CC(C)c3ccccc3)CC2)c1C(=O)O (centres undefined) | -1.7 | -2 | 2.8 | -0.7 | -1.4 | 3 | 0.7 | -4 | 1 | 1.0 | 0.8
Cc1c(Cc2ccccc2)c(=O)oc2c(CN(C)C)c(O)c(Cl)cc12 | 0.0 | i | 1.0 | -0.8 | 2.9 | 12 | -1.5 | i | -2 | -1.2 | -2.2
COc1cc2[nH]c(=O)n(CCC(=O)NC3CCCC3)c(=O)c2cc1OC | -0.5 | -3 | -0.1 | -1.5 | -1.2 | -3 | 0.2 | -11 | 0 | -1.0 | 0.4
COC(=O)c1ccc(CN2CCCC(CCC(=O)NCc3ccc(C)o3)C2)cc1 (centres undefined) | 0.3 | 0 | 0.6 | -0.9 | -0.3 | -3 | 1.2 | 9 | -5 | -1.3 | 2.5
COc1cccc(/C=C/C(=O)c2ccc3c(c2)OCCO3)c1OC | 0.3 | 2 | 7.9* | -0.7 | 0.5 | 4 | 10* | 1 | 3 | 0.0 | 0.4
Cc1ccc(SC(C)C(=O)Nc2cccnc2)cc1 (centres undefined) | 0.5 | 0 | -0.8 | -0.8 | -5.3 | 0 | 0.0 | 1 | -2 | -2.7 | 0.8
CCS(=O)(=O)N1CCN(S(=O)(=O)c2ccc3c(c2)OCCO3)CC1 | -0.2 | 0 | 0.4 | -1.5 | -1.1 | -3 | -0.6 | -2 | -3 | -1.6 | -1.5
CCOc1ccc(Cl)cc1-c1cc(C(=O)NCc2cccc(C(F)(F)F)c2)[nH]n1 | 0.0 | 7 | 0.9 | -1.6 | -2.3 | 11 | 0.2 | 13 | -2 | -2.4 | .
CN1C[C@@H]2[C@@H]3C(=O)N(C)C(=O)[C@@H]3[C@](C)(C1=O)N2C(=O)c1ccc(C(F)(F)F)cc1 | -0.3 | -4 | 1.4 | -0.4 | -0.6 | 2 | -0.4 | -5 | 1 | -0.7 | 0.5
COc1cc(NC(=O)c2cccc(COCC(F)(F)C(F)F)c2)cc(OC)c1OC | -1.0 | 0 | 0.7 | -1.5 | -0.5 | 1 | -0.8 | 5 | -2 | -3.4 | -0.9
CC(/C=N/NC(=O)c1cccc([N+](=O)[O-])c1)=C\c1ccccc1 | 1.4 | 1 | -1.9 | -1.3 | -3.5 | 0 | 0.6 | 8 | 0 | -0.5 | 0.1
COc1ccc(-n2c(SCC(=O)Nc3sc4c(c3C#N)CCCC4)nnc2-c2ccccc2OC)cc1 | 0.0 | 8 | 1.2 | -1.3 | -0.1 | -3 | -0.9 | 15 | 0 | -1.1 | 0.6
Nc1nnc(SCC(=O)OCC(=O)c2ccccc2Br)s1 | -0.4 | 0 | 0.8 | -0.7 | -1.0 | 8 | 4.3 | 9 | 3 | -1.6 | 0.5
Cc1ccc(/C=C2\SC(=S)N(C(Cc3ccccc3)C(=O)O)C2=O)cc1 (centres undefined) | 0.4 | -1 | 1.8 | -0.9 | 0.7 | -6 | 0.5 | -2 | -7 | -1.8 | -0.6
COc1ccc(CNc2oc(-c3ccccc3)nc2C#N)cc1 | 0.1 | -162 | 1.6 | -0.5 | -1.4 | 14 | -0.8 | i | 2 | 1.9 | 0.5
